WT yeast gro inh – growth inhibition of WT yeast, mitochondrial fusion screen; mitochondrial fusion phenotypic screen, WT strain; inhibition, % at 10 µM; 2.1% of 190,000 active; AID 1362; in the data active = inhibition above about 58%; tested in S. cerevisiae
West Nile antiviral – West Nile virus antiviral activity, cell-based, CPE readout (AID 1621); West Nile virus-infected cells, CPE inhibition; higher % means a stronger effect; CPE inhibition, % at 10 µM; hits with a dose series show IC50 in µM; 0.02% of 290,000 active; in the data active = a potency from the dose series; inconclusive = CPE inhibition mostly from about 3.7% at the one dose, without a potency; inactive = the rest, 99 in 100 with CPE inhibition below about 2.2%; also: strong numbers were not always called active
b-catenin transl – alters nuclear translocation of beta-catenin in HeLa cells | 0.3% of 190,000 active | nuclear translocation activity, % at 5 µM | immunofluorescence imaging;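 active = nuclear translocation activity above 50% at 5 µM, with a well cell count of 50 or more; inconclusive = wells under 50 cells across six images, flagged as toxic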;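 also: per-cell ratio of nuclear to cytoplasmic median beta-catenin stain intensity; plate controls were DMSO negative control for no effect and GSK-3 inhibitor IX positive control for full effect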
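Technique: fluorescence imaging of beta-catenin antibody stain plus DAPI / Material: human HeLa cell line / Incubation: compound treatment 24 h, 37°C, 5% CO2 / Read-out basis: % activation of per-cell nuclear versus cytoplasmic median beta-catenin signal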
Myeloid diff 2 – myeloid differentiation induction; 1% of 360,000 active; calls only at 10 µM; ER-HoxA9 myeloid progenitors, lysozyme-GFP differentiation, flow cytometry;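 active = normalized GFP-positive differentiation at or above the plate's own cutoff, the solvent-only control mean plus 3 SD; inconclusive = no clear call, values can overlap the other calls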;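 also: cells exposed to compound for four days before flow analysis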
Hep lipid drop – modulators of hepatic lipid droplet formation; AML12 mouse hepatocytes, oleate lipid droplets, BODIPY imaging; inhibition, % at 6.5 µM; 0.4% of 240,000 active;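 active = lipid droplet intensity inhibited by at least 50%, with more than 500 cells counted; inconclusive = wells with under 300 cells, treated as cytotoxic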
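Test system: AML12 mouse liver cells; schedule: overnight exposure; technique: high-content imaging of BODIPY-stained droplets and DAPI nuclei; read-out: % inhibition of corrected integrated BODIPY droplet signal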
T cell HTS – T cell immune modulators affecting CD8 T cell-vesicle binding; 2C CD8+ T cell-vesicle binding, flow cytometry; hits give low values; calls only at 7 µM; 0.068% of 330,000 active; AID 2052;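 active = response, share of CD8 T cells binding vesicles, and their 90th percentile fluorescence all below set limits, cut at about 80% in these data, passing the limit was not always enough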
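Material: 2C TCR transgenic mouse naive CD8+ T cells, MACS-purified. Also added: QL9-charged Drosophila Ld/ICAM-1/B7-1 vesicles. Timing: binding 1.5 h at 37 °C. Measured by: high-throughput flow cytometry with anti-B7-1 and anti-CD8 staining. Read-out: percent CD8+ FL2 mean versus row control. Controls: Unloaded micro-vesicles (low), QL9 vesicles with 0.7% DMSO (high).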
MT stabilizer – microtubule stabilization, imaging screen; AID 2205; 0.83% of 200,000 active; % tubulin-high responders, % at 10 µM; HeLa tubulin immunostaining HCS, 24 h; share of cells brighter than vehicle mean+2SD;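 active = plate Z-score above 3 for both tubulin-high and condensed-nucleus cell shares, with cell loss under 80%, at 10 µM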;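 also: anti alpha tubulin signal scored within the nucleus-defined area of each cell; some results filed as inactive read as strong as hits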
Autophagy mod – autophagy modulation, high-content screen; 0.98% of 190,000 active; MEF GFP-LC3 puncta imaging; test concentration mostly 10 µM; calls only at 10 µM (by protocol);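 active = percentage of spot-positive cells more than 3 SD above its plate mean, without a fluorescence outlier flag or 80% toxicity; inconclusive = no clear call, values can overlap the other calls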;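 also: spot-positive cell cutoff set from DMSO-treated cells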
Insulin prom up – MIN6 insulin promoter up-regulation; MIN6 insulin promoter-GFP reporter, high-content imaging; hits give high values; z-score at 5 µM; 0.3% of 190,000 active;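 active = z-score above 3 at 5 µM with at least 500 cells counted in the well; inconclusive = wells under 500 cells, flagged as cytotoxic or low count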
WT yeast gro inh mutant strain – also measured in WT yeast gro inh; calls as there; inhibition, %; mitochondrial fusion phenotypic screen, mutant strain inhibition
Insulin prom up cell count – further read-out of Insulin prom up, marked with its call; cell count; measured here: cytotoxicity, nuclei count;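 total cells summed across four imaged fields per well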
Hep lipid drop cells 6.5 µM – further read-out of Hep lipid drop, marked with its call; cell count; measured here: cell count, cytotoxicity flag;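 cells counted across two imaged fields per well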
b-catenin transl cell count 5 µM – also measured in b-catenin transl; calls as there; cell count; measured here: cell count, cytotoxicity flag
T cell HTS vesicle-bound % – further read-out of T cell HTS, marked with its call; double positive events, %; measured here: CD8+ vesicle-bound cell fraction;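 binding gate set so that unloaded-vesicle control wells show 10% double positive cells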
MT stabilizer Hoechst-high % – further read-out of MT stabilizer, marked with its call; % Hoechst-high responders; measured here: nuclear condensation Hoechst responders;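 share of cells brighter than vehicle mean plus two SD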
MT stabilizer cytotoxicity % – second read-out of MT stabilizer, no call of its own (marks repeat the call); toxicity, %; measured here: cytotoxicity by cell density;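 0% = mean cell density of plate MIN control wells and 100% = no cells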
Autophagy mod cell loss 18 h – further read-out of Autophagy mod, marked with its call; toxicity, %; measured here: cell loss, nuclei count;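 cell loss after 18 h compound exposure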
Myeloid diff 2 GFP+ MAC1+ % – recorded beside Myeloid diff 2, whose call it bears; GFP+ MAC1+ double positive, %; measured here: differentiation confirmed by MAC1 staining
Starred values were filed as active, the others as inactive; i = inactive; ? = inconclusive; / = not tested or not shown.

The first 3 compounds as a preview:
SMILES | WT yeast gro inh | WT yeast gro inh mutant strain | West Nile antiviral | b-catenin transl | b-catenin transl cell count 5 µM | Myeloid diff 2 | Myeloid diff 2 GFP+ MAC1+ % | Hep lipid drop | Hep lipid drop cells 6.5 µM | T cell HTS | T cell HTS vesicle-bound % | MT stabilizer | MT stabilizer Hoechst-high % | MT stabilizer cytotoxicity % | Autophagy mod | Autophagy mod cell loss 18 h | Insulin prom up | Insulin prom up cell count
COc1ccc(CC(NC(C)=O)C(=O)NC2CCN(C(=O)NCc3ccccc3)CC2)cc1 (stereo unspecified) | 2.3 | -22.3 | 0.8% | -5.8 | 932 | i | 4.8 | / | / | / | / | 2.1 | 2.3 | 9.5 | i | -14.2 | 0.04 | 1207
NS(=O)(=O)c1ccc2nc(NC(=O)Nc3ccc(F)cc3)sc2c1 | / | / | -0.6% | / | / | ? | / | -15.1 | 737 | i | 28.1 | / | / | / | / | / | / | /
COc1cc2c(C(=O)N3CCN(c4ccccc4F)CC3)cn(C)c(=O)c2cc1OC | -3.6 | -15.3 | -0.3% | / | / | i | 0.5 | -2.3 | 749 | i | 50.3 | 3.0 | 2.0 | 6.3 | i | -16.8 | -0.05 | 1205

The whole of this part, from the first entry:
SMILES | WT yeast gro inh | WT yeast gro inh mutant strain | West Nile antiviral | b-catenin transl | b-catenin transl cell count 5 µM | Myeloid diff 2 | Myeloid diff 2 GFP+ MAC1+ % | Hep lipid drop | Hep lipid drop cells 6.5 µM | T cell HTS | T cell HTS vesicle-bound % | MT stabilizer | MT stabilizer Hoechst-high % | MT stabilizer cytotoxicity % | Autophagy mod | Autophagy mod cell loss 18 h | Insulin prom up | Insulin prom up cell count
COc1ccc(CC(NC(C)=O)C(=O)NC2CCN(C(=O)NCc3ccccc3)CC2)cc1 (stereo unspecified) | 2.3 | -22.3 | 0.8% | -5.8 | 932 | i | 4.8 | / | / | / | / | 2.1 | 2.3 | 9.5 | i | -14.2 | 0.04 | 1207
NS(=O)(=O)c1ccc2nc(NC(=O)Nc3ccc(F)cc3)sc2c1 | / | / | -0.6% | / | / | ? | / | -15.1 | 737 | i | 28.1 | / | / | / | / | / | / | /
COc1cc2c(C(=O)N3CCN(c4ccccc4F)CC3)cn(C)c(=O)c2cc1OC | -3.6 | -15.3 | -0.3% | / | / | i | 0.5 | -2.3 | 749 | i | 50.3 | 3.0 | 2.0 | 6.3 | i | -16.8 | -0.05 | 1205
Cn1cccc1C(=O)OCc1ccc(F)cc1 | / | / | 0.1% | / | / | i | 0.3 | 17.7 | 798 | i | 24.0 | / | / | / | / | / | / | /
Cc1ccc(CNC(=O)CCCc2cn(C)c3ccccc23)cc1 | / | / | -0.9% | / | / | i | 1.0 | 8.5 | 820 | i | 27.0 | / | / | / | / | / | / | /
Cn1cnnc1SCc1ccc(C(=O)N/N=C/c2cccs2)cc1 | 4.8 | 3.8 | 0.2% | -0.5 | 1050 | i | 0.4 | 0.6 | 729 | i | 9.6 | 4.4 | 2.4 | 9.7 | i | 9.8 | -0.02 | 1322
Cc1cccnc1NC(=O)C1COc2ccccc2O1 (stereo unspecified) | 1.6 | 5.9 | 0.3% | 0.7 | 1060 | i | 0.4 | 17.9 | 783 | i | 4.1 | 1.0 | 2.0 | 7.4 | i | 14.3 | -0.1 | 1199
O=C(Nc1nc(-c2ccc(Cl)s2)cs1)c1ccccc1 | 10.9 | 6.6 | -0.5% | / | / | i | 0.4 | 16.8 | 780 | i | 36.4 | 1.8 | 1.5 | 8.0 | i | -3.0 | / | /
CCC(C)C(NC(=O)OC(C)(C)C)C(=O)NC(C)C(N)=O (stereo unspecified) | -7.8 | 10.4 | 1.4% | 0.7 | 1050 | i | 0.0 | 0.6 | 718 | i | 59.7 | 3.3 | 1.8 | 5.1 | i | 0.4 | -0.23 | 1507
CCOc1ccc(NC(=O)[C@@H](NC(=O)OCc2ccccc2)[C@@H](C)CC)cc1 | -11.9 | -15.9 | 0.2% | -1.5 | 903 | i | 0.2 | 11.8 | 675 | i | 10.9 | 4.8 | 3.2 | 4.9 | i | -3.6 | / | /
O=C(Nc1ccc(-c2nnn(CC(=O)N3CCN(C(=O)c4ccco4)CC3)n2)cc1)c1ccc(F)cc1 | 6.8 | 18.0 | 0.6% | 4.0 | 969 | i | 1.1 | 2.5 | 690 | i | 46.3 | 6.1 | 1.8 | 2.4 | i | -13.2 | -0.16 | 1022
CCc1ccc(-c2nn(-c3cc(Cl)ccc3[N+](=O)[O-])c(=O)c3ccccc23)cc1 | 10.9 | -30.2 | 0.6% | -1.7 | 799 | i | 0.8 | / | / | / | / | 6.1 | 3.2 | 11.9 | i | 27.4 | -1.98 | 1076
CN1CCN(c2ccc(NC(=O)c3cc([N+](=O)[O-])ccc3N3CCOCC3)cc2)CC1 | / | / | 0.7% | / | / | i | 0.0 | -3.7 | 801 | i | 16.7 | / | / | / | / | / | / | /
COC(=O)C1(C)NC(=O)c2ccccc2N1 (stereo unspecified) | 15.3 | -2.6 | 0.1% | 1.4 | 1126 | i | 1.9 | 6.1 | 641 | i | 52.5 | 4.6 | 1.8 | 3.9 | i | -4.2 | -0.7 | 1990
CS(=O)(=O)c1cccc(C(=O)Nc2ccc(-c3nc4ccccc4[nH]3)cc2)c1 | / | / | 1.0% | / | / | ? | / | 9.8 | 765 | i | 27.0 | / | / | / | / | / | / | /
Cc1cccc(N2NC(=O)/C(=C/c3ccc(-c4ccc(Cl)c(C(=O)O)c4)o3)C2=O)c1 | -0.9 | 12.2 | 0.1% | -0.8 | 1104 | i | 0.3 | -3.1 | 713 | / | / | 1.6 | 1.7 | 7.8 | i | -3.8 | 2.54 | 1270
O=C(O)c1cccc(NC(=O)C2C3C=CC(C3)C2C(=O)O)c1 (stereo unspecified) | -7.8 | 13.5 | 0.2% | -0.8 | 1396 | i | 1.3 | / | / | i | 53.1 | 2.8 | 2.3 | 6.4 | i | 12.0 | 0.31 | 1463
O=C(CCc1ccccc1)Nc1ccnn1C1CCN(Cc2ncc[nH]2)CC1 | / | / | 0.5% | / | / | i | 3.9 | -3.7 | 663 | i | 12.1 | / | / | / | / | / | / | /
C=CCn1c(SCC(=O)Nc2ccc(N3CCOCC3)cc2)nc2ccccc2c1=O | / | / | -0.8% | / | / | i | 1.7 | -1.6 | 805 | i | 19.6 | / | / | / | / | / | / | /
COc1cc(/C=N/NC(=O)c2ccc3c(c2)OCCO3)cc(Cl)c1O | / | / | 0.3% | / | / | i | 0.7 | -3.2 | 732 | i | 49.2 | / | / | / | / | / | / | /
COc1ccc(OC)c(CCNC(=O)c2ccc(CS(=O)Cc3ccc(Cl)cc3)o2)c1 (stereo unspecified) | / | / | 0.1% | / | / | i | 2.2 | -43.7 | 706 | i | 12.8 | / | / | / | / | / | / | /
Cn1c(=O)c2c(ncn2CC(=O)Nc2ccccc2Sc2ccccc2)n(C)c1=O | -12.5 | -16.6 | -0.9% | -3.3 | 1180 | i | 7.3 | -8.4 | 719 | i | 8.1 | 2.6 | 1.3 | 4.8 | i | 3.1 | 0.72 | 1270
Cc1cccc(C)c1NC(=O)C1(NC(=O)Cn2cccc([N+](=O)[O-])c2=O)CCCCC1 | 13.8 | -6.1 | 0.1% | -0.7 | 1118 | i | 0.6 | -15.2 | 679 | i | 46.1 | 2.3 | 3.2 | 6.5 | i | -15.0 | -0.24 | 1433
N#CCC(=N)N1CCN(c2ccc(Cl)cc2)CC1 | 11.3 | 38.2 | -0.3% | -0.6 | 1044 | i | 1.0 | -0.9 | 655 | i | 35.1 | 1.2 | 1.0 | 1.1 | i | 4.2 | 0.02 | 1803
COc1ccc(C(CNC(=O)C(C)c2ccc3cc(OC)ccc3c2)N(C)C)cc1 (stereo unspecified) | / | / | -1.8% | / | / | i | 1.0 | -17.5 | 771 | i | 8.1 | / | / | / | / | / | / | /
COc1ccc(C(=O)NCc2nnc(SCC(=O)Nc3cc(Cl)ccc3OC)o2)cc1 | / | / | -0.2% | / | / | i | 0.6 | 14.2 | 701 | i | 1.2 | / | / | / | / | / | / | /
O=C(Cc1ccc(Cl)cc1)Nc1ccccc1C(=O)N1CCCCC1 | / | / | -0.8% | / | / | i | 2.0 | 6.7 | 881 | i | 6.9 | / | / | / | / | / | / | /
COc1ccc(OCC(=O)Nc2cc3oc4ccccc4c3cc2OC)cc1 | -8.1 | -3.2 | 0.3% | -1.1 | 829 | i | 0.1 | 1.6 | 609 | i | 48.6 | 2.2 | 1.0 | 2.8 | i | 20.8 | -0.63 | 1273
CCCOc1ccc(-c2nc(C#N)c(N3CCC(C(N)=O)CC3)o2)cc1 | 94.2* | -12.2* | -0.8% | 1.1 | 1399 | i | 7.7 | / | / | i | 35.9 | 2.9 | 2.2 | 4.6 | i | -1.0 | -0.33 | 1505
COc1cccc(N2C(=O)C3CCCN3C2c2ccc(Cl)cc2)c1 (stereo unspecified) | 0.0 | 5.4 | 0.1% | -1.1 | 1151 | i | 2.3 | / | / | i | 31.4 | 2.7 | 3.0 | 7.0 | i | 14.1 | -0.93 | 845
COc1cccc(/C=N/NC(=O)c2ccc(=O)n(C)c2)c1O | 19.7 | 17.0 | -1.0% | -1.8 | 1131 | i | 0.4 | 5.2 | 599 | i | 38.0 | 2.0 | 2.0 | 8.2 | i | 3.2 | 0.36 | 1330
Cc1ccnc(SC2CC(=O)N(c3ccc(C(C)C)cc3)C2=O)n1 (stereo unspecified) | / | / | 0.3% | / | / | i | 0.8 | 0.3 | 791 | i | 31.2 | / | / | / | / | / | / | /
Cc1ccccc1CSc1nnc(C)n1N | 8.1 | 18.3 | 0.1% | -1.2 | 1032 | i | 6.0 | 5.9 | 718 | i | 61.0 | 3.0 | 2.0 | 3.3 | i | 0.5 | -0.41 | 1288

Screens (PubChem)
